Screening data (PubChem)
12-LOX inh: Primary qHTS assay for inhibitors of human arachidonate 12S-lipoxygenase (ALOX12): Round 2; purified 12hLO, xylenol orange hydroperoxide absorbance; Potency, µM (titrated, usually from 108 µM), for the others: at the highest dose activity change, negative = inhibition, most hits filed as inhibitors; 580,000 tested, 1.1% active; AID 1671190, 2021; active = well fitted inhibition curve with a large enough effect; inconclusive = small, poorly fitted or top-dose-only effect, or another doubt; inactive = no such curve, though single readings can be large or run the other way
Target sequence (P18054 whole entry, looked up): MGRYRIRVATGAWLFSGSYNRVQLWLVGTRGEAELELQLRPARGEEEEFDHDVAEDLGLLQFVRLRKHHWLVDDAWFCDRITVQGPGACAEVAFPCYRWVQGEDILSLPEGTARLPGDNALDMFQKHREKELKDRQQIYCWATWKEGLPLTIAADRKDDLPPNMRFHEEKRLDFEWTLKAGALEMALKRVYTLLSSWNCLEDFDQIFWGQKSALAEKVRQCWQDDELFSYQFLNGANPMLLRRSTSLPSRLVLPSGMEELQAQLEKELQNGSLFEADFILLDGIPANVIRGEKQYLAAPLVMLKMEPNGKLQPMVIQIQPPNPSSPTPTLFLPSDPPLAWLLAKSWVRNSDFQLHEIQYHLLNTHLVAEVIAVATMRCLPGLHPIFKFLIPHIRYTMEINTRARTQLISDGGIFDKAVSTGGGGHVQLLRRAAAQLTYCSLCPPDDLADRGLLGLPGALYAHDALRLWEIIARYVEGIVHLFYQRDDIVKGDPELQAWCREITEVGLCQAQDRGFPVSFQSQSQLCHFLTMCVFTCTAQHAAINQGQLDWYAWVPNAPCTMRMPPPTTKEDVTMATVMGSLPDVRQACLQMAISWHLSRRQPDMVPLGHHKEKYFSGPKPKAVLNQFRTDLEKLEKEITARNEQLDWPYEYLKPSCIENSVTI
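Purified human 12hLO at 150 nM in 25 mM Hepes, 0.01% Triton X-100, pH 7.0, preincubated 15 min at room temperature with compound. Reaction started with 40 uM arachidonic acid, 30 min at room temperature. Hydroperoxide measured by Fe-xylenol orange, 573/405 nm absorbance ratio.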
* = called active by the depositor; [ ] = dose if it differs, or a comment. % is set by controls: 0 for no effect and ±100 for the full control effect; potency is the fitted concentration of half-maximal effect. A portion of the library (hit frequency here may not be typical).

For Cc1cccc(OC2CN(C(=O)c3ccc(CCC(C)(C)O)cc3)C2)c1 the results were 12-LOX inh -23%.
`O=C(CC1CCCN(c2cnn(CC3CC3)c(=O)c2)C1)NC1CC1` (centres undefined) gave 12-LOX inh 32%.
Screening COc1cccc(CN2CCc3nc(N4CCN(C)CC4)[nH]c(=O)c3CC2)c1 returned 12-LOX inh -16%.
Screening O=C(NCC(F)F)C1CCCN(c2nc3ncccc3o2)C1 (centres undefined) returned 12-LOX inh 57%[activator][176 µM].
`Cc1ccc(C(=O)N(CC2CCN(Cc3ccccc3F)CC2)CC2CCCO2)s1` (centres undefined) gave 12-LOX inh 4%.
`COCCNC(=O)[C@H]1C[C@H](Oc2cccnc2)CN1C(=O)NCC(C)C` gave 12-LOX inh 34%[activator].
For O=S(=O)(c1ccccc1)N1CC(F)(F)C[C@H]1c1nc(C2CC2)no1 the results were 12-LOX inh 34%[activator].
For CC(=O)Nc1cccc(-c2nnc3n2CCCC3)c1 the results were 12-LOX inh 46%[activator].
Screening O=C(NC1CC(c2nnc(CO)n2C2CC2)C1)c1cccn2cnnc12 (centres undefined) returned 12-LOX inh 16%.
Cc1noc(-c2cn(C3CCN(C(=O)c4ccc(Cl)cc4)C3)nn2)n1 (centres undefined) was read as 12-LOX inh 11%.
`CCOc1cc(CN2CCC(C(Cc3ccccc3F)N(C)C(=O)c3cccs3)CC2)ccc1O` (centres undefined) gave 12-LOX inh 0%.
`COCCOC1CCOC2(CCN(C(=O)c3ccccn3)CC2)C1` (centres undefined) gave 12-LOX inh 30%.
CN1CC(=O)N(c2ccc(Cl)cc2)Cc2c1ncnc2N1CCc2ccccc2C1 was read as 12-LOX inh -8%.
`CC(C)CCNC(=O)N1CCCC(Cn2c(C3CC3)nc3cccnc32)C1` (centres undefined) gave 12-LOX inh 0%.
`Cc1nn(Cc2ccccc2)c(C)c1[C@@H]1C=C[C@@H](NC(=O)NC2CCCCC2)C1` gave 12-LOX inh inconclusive.
Screening Cc1ccc(C2Cn3nnc(C(=O)N4CCC(C(=O)NC5CCCCC5)CC4)c3CO2)cc1 (centres undefined) returned 12-LOX inh 43%[activator].
`CCOC(=O)c1ccccc1NC(=O)CN1C(=O)NC(c2ccc(Cl)cc2)C2=C1COC2=O` (centres undefined) gave 12-LOX inh -13%.
Screening COc1ccc(CN2Cc3cc(NC(=O)Cc4ccccc4)ccc3OC(C)C2=O)cc1 (centres undefined) returned 12-LOX inh 1%.
For CNC(=O)[C@@H](C1CC1)N1CCC[C@H]1C(=O)N1CCCCCC1 the results were 12-LOX inh -6%[176 µM].
`COc1ccccc1-c1nc2cc(C(=O)NC[C@H]3CCc4ccccc4O3)cc(NC(C)=O)c2n1C` gave 12-LOX inh inconclusive.
NCC(=O)N1CCCC2(Cc3ccccc3CN2S(=O)(=O)c2ccccc2)C1 (centres undefined) was read as 12-LOX inh 7%[6.33 µM].
COCCN1C(=O)CCc2cc(NC(=O)c3cncc(Br)c3)ccc21 was read as 12-LOX inh 26%.
For CC(=O)c1ccccc1C(=O)NCC1Cc2cccc(-c3cccnc3)c2O1 (centres undefined) the results were 12-LOX inh 1%.
Cc1ncoc1C(=O)N1C[C@@H](COc2ccccc2)[C@H](C(N)=O)C1 was read as 12-LOX inh 18%.
For O=C(NCc1ccco1)C1CC(c2ccccc2)CN(C(=O)C2CCCC2)C1 (centres undefined) the results were 12-LOX inh 12%.
For COC[C@@H]1CN(S(=O)(=O)c2ccc(C)c(F)c2)C[C@H]1C(N)=O the results were 12-LOX inh 16%.
O=C(NCCn1cccc1-c1nc(-c2ccc3c(c2)OCO3)no1)C1(c2ccccc2)CC1 was read as 12-LOX inh 7%.
CC1=C[C@@H](CN(C)CCO)[C@H](C(C)C)C[C@H]1Cc1nnc(-c2ccccc2)o1 was read as 12-LOX inh -5%[176 µM].
Screening O=C(Cn1nc2n(c1=O)CCCC2)Nc1ccc(F)c(Cl)c1 returned 12-LOX inh 38%.
For Cc1ccccc1NC(=O)Cn1c(-c2ccc(F)cc2)nc(C)c(CCO)c1=O the results were 12-LOX inh 55%[activator].
`Cc1ccncc1C(=O)N1CCC2(CC1)c1[nH]c3ccccc3c1CCN2C` gave 12-LOX inh 10%.
For CC(C)CN1C(=O)COC[C@@H]1[C@H](O)c1ccc(NC(=O)CCc2ccccc2)cc1 the results were 12-LOX inh 68%[activator][176 µM].
For Cc1nccn1CC(=O)NCC1CCN(c2cc(-c3ccc(Cl)cc3)[nH]n2)CC1 the results were 12-LOX inh 54%[activator].
`O=C(Nc1ccc2ncnc(N3CCCCC3)c2c1)c1ccc(F)cc1` gave 12-LOX inh 8%.
Screening Cc1ccc(OCC(=O)N2CC3CC(C2)[C@H]2CCCC(=O)N2C3)cc1 (some centres undefined) returned 12-LOX inh 43%.
O=C(NCc1ccco1)[C@@H]1Cc2nc[nH]c2CN1Cc1ccc(C(F)(F)F)cc1 was read as 12-LOX inh 60%[activator][176 µM].
For Cc1ccsc1-c1[nH]nc2ncc(-c3ccccc3F)nc12 the results were 12-LOX inh 4%[176 µM].
For COC1CCOC2(CCN(C(=O)CCc3ccccc3)CC2)C1 (centres undefined) the results were 12-LOX inh 50%[activator].
For O=S(=O)(N[C@H]1CO[C@H]2[C@@H]1OC[C@@H]2n1nnnc1-c1ccc2c(c1)OCO2)c1ccc2ccccc2c1 the results were 12-LOX inh 4%.
CC1(C)[C@H]2CC[C@@H](CNC(=O)c3cccc4[nH]ccc34)[C@@H]1C2 was read as 12-LOX inh 1%[176 µM].
`CC(C)C[C@H](CO)NC(=O)C[C@@H]1c2nc(-c3cccnc3)sc2C[C@@H]2[C@](C)(CO)[C@H](O)CC[C@]21C` gave 12-LOX inh inconclusive.
`COCCNC(=O)[C@@H]1C[C@@H](O)CN1C1CCN(C(=O)c2ccccc2OC)CC1` gave 12-LOX inh 51%[activator].
Screening COCCOCc1nc(C2CCCN2C(=O)Nc2ccc(F)cc2F)no1 (centres undefined) returned 12-LOX inh 42%[activator].
COc1cc(C(=O)N(Cc2cc3ccc(C)cc3nc2N(C)C)C2CC2)cc(OC)c1OC was read as 12-LOX inh 12%.
For Cc1ccc(S(=O)(=O)N(C)C2CCc3ccccc32)cc1 (centres undefined) the results were 12-LOX inh 54%[176 µM].

Structures shown so far that contain a thiophene ring, fused or not (three):
`Cc1ccc(C(=O)N(CC2CCN(Cc3ccccc3F)CC2)CC2CCCO2)s1` (centres undefined) gave 12-LOX inh 4%.
`CCOc1cc(CN2CCC(C(Cc3ccccc3F)N(C)C(=O)c3cccs3)CC2)ccc1O` (centres undefined) gave 12-LOX inh 0%.
For Cc1ccsc1-c1[nH]nc2ncc(-c3ccccc3F)nc12 the results were 12-LOX inh 4%[176 µM].

The list goes on.
For O=C(Nc1cccc(F)c1)Nc1ccc(=O)n2c1[C@@H]1C[C@@H](CN(C(=O)COc3ccccc3)C1)C2 the results were 12-LOX inh 6%.
`Cc1cc(C[C@@H]2COC[C@@H]2NC(=O)CN(C)Cc2cccnc2)on1` gave 12-LOX inh 31%[activator].
Screening O=C(NCC1Cn2cccc2C(=O)N1Cc1ccccc1)c1cc(F)ccc1F (centres undefined) returned 12-LOX inh 30%.
Screening O=c1[nH]c(C2CCN([S+](=O)([O-])c3cccc(C(F)(F)F)c3)CC2)nn1-c1ccc(Cl)cc1 returned 12-LOX inh -2%.
`CCn1ncc(NC(=O)Cn2ncc3cc(-c4ccc(C(=O)N(C)C)cc4)ccc32)n1` gave 12-LOX inh 34%[activator].
`COc1ccc(CN2C(=O)[C@@H]3C[C@@H](O)CN3C3(CN(Cc4cnc5ccccc5c4)C3)C2=O)cc1` gave 12-LOX inh 0%.
COC1CCN(CC2CCCCCN2C(=O)c2ccccc2)CC1 (centres undefined) was read as 12-LOX inh 16%.
For CCOc1ccccc1C(=O)N1CCC(Oc2nccnc2N(C)C)C1 (centres undefined) the results were 12-LOX inh 53%.
For O=C(Nc1ccccc1)N1CCC(N2CC(OCC3CC3)C23CCOCC3)CC1 (centres undefined) the results were 12-LOX inh 6%.
Screening CC(C)C(=O)N1Cc2ccccc2CC2(CCCN(C)C2)C1 (centres undefined) returned 12-LOX inh 5%[6.33 µM].
`Cc1cc(C)n2nc(C(=O)N[C@H](c3ccccn3)C3CC(O)C3)nc2n1` (some centres undefined) gave 12-LOX inh 132%[activator].
Screening Cc1ccc(O[C@H]2CCOC[C@H]2NC(=O)c2cc(C#N)cn2C)cn1 returned 12-LOX inh 23%.
Screening O=C(Nc1ccccc1)N1CCN(C2CCNCC2)C(=O)C1 returned 12-LOX inh inconclusive.
Screening COCCCN1CCc2c(n(Cc3ccccc3)n(-c3ccccc3)c2=O)C1 returned 12-LOX inh -22%[176 µM].
CCOC(=O)c1ccc(NC(=O)N2Cc3[nH]cnc3C[C@H]2c2nc(-c3ccc(C)cc3)no2)cc1 was read as 12-LOX inh 72%[activator].
CNC(=O)[C@@H]1CN(Cc2ccc(OCC(C)C)c(OC)c2)C[C@H]1CO was read as 12-LOX inh 58%[activator].
`Cc1ccc(C(=O)N2CCC(c3nnc(Cn4cncn4)n3C)CC2)cc1F` gave 12-LOX inh 9%.
`O=C1CCC2(CCCN(C(=O)c3ccc(F)cc3)C2)CN1CCc1cnc[nH]1` (centres undefined) gave 12-LOX inh -1%.
Screening O=C(NC1CC1)c1ccccc1OC1CN(Cc2cccc(F)c2)C1 returned 12-LOX inh 11%.
For COc1ccc(Cl)cc1-c1ccc2c(n1)CN(CCOc1ccccc1)C(=O)CO2 the results were 12-LOX inh -15%[176 µM].
For O=C(NCc1ccccc1Cl)c1noc(-c2ccc(F)cc2)n1 the results were 12-LOX inh 13%.
For Cc1ccc(-c2cc3c(=O)n(CCNC(=O)c4cccc(N(C)C)c4)ccn3n2)cc1C the results were 12-LOX inh 34%[activator].
`CC1CCCN(c2cccc3c2S(=O)(=O)N([C@H](C)c2ccccc2)C[C@@H](COCc2ccccc2)O3)C1` (some centres undefined) gave 12-LOX inh 4%.
Screening O=C(Nc1ccc2oc(-c3ccccc3)nc2c1)C1CCN(c2cnn(Cc3ccccc3)c(=O)c2)C1 (centres undefined) returned 12-LOX inh 14%.
For Cc1nc(CCNC(=O)NC2CCCC2)no1 the results were 12-LOX inh inconclusive.
COc1cc(CNC(=O)C2Cn3cccc3C(=O)N2CC(C)C)cc(OC)c1 (centres undefined) was read as 12-LOX inh 2%.
Screening CCC1CN(CC(=O)N(C)Cc2nc3ccccc3[nH]2)Cc2cc(OC)ccc2O1 (centres undefined) returned 12-LOX inh 13%.
COc1cccc(CN2CC3(CN(S(C)(=O)=O)C3)c3c(n(C)c4cc(OC)ccc34)[C@H]2CO)c1 was read as 12-LOX inh inconclusive.
Screening COc1ccc(C(=O)N2CCC(C3CCN(C)CC3)C2)cc1F (centres undefined) returned 12-LOX inh 19%.
Screening O=C(c1ccco1)N1CCc2nc3cc(-c4ccccc4Cl)[nH]n3c(=O)c2C1 returned 12-LOX inh 0%.

An excerpt from above in order of number of heavy atoms, rising.
`Cc1ccc(C(=O)N2CCC(c3nnc(Cn4cncn4)n3C)CC2)cc1F` gave 12-LOX inh 9%.
Screening CCC1CN(CC(=O)N(C)Cc2nc3ccccc3[nH]2)Cc2cc(OC)ccc2O1 (centres undefined) returned 12-LOX inh 13%.
For Cc1ccc(-c2cc3c(=O)n(CCNC(=O)c4cccc(N(C)C)c4)ccn3n2)cc1C the results were 12-LOX inh 34%[activator].

Later entries:
Screening O=C(c1ccc2ccccc2n1)N1C[C@@H](CO)[C@H](c2ccncc2)C1 returned 12-LOX inh 1%.
CC1CCC2(CC1)NC(=O)N(CC(=O)Nc1ccccc1C(F)(F)F)C2=O (centres undefined) was read as 12-LOX inh inconclusive.
Screening CCOc1ccccc1N1CCN(C(=O)[C@H]2CCC[C@H]2NC(=O)c2cnc(C)cn2)CC1 returned 12-LOX inh 8%.
Screening CCOc1cccc(-c2nc(C(=O)NCCc3ccccc3OC)cs2)c1 returned 12-LOX inh 38%[activator].
O=C(O)CO[C@@H]1COCC[C@H]1NC(=O)CCCn1cncn1 was read as 12-LOX inh 11%.
Screening O=C(C1CCCCC1)N1CC[C@H](c2nc3ccccc3s2)C1 returned 12-LOX inh 1%[176 µM].
`O=C(C[C@H]1NC(=O)c2ccccc2NC1=O)Nc1ncc[nH]1` gave 12-LOX inh 40%[activator].
Screening O=C(NCc1ccccc1C(F)(F)F)C1CCN(C(=O)C2CCC2)CC1 returned 12-LOX inh 7%.
Screening CN(C)Cc1cn([C@H]2CO[C@H]3[C@@H]2OC[C@@H]3NC(=O)NC2CCCCC2)nn1 returned 12-LOX inh 17%[176 µM].
Cn1ccnc1CN1CCCC(CCc2ccccc2)C1 (centres undefined) was read as 12-LOX inh 64%[activator].
Screening Cc1noc(C)c1CCCNC(=O)c1ccc(NC[C@H]2C[C@H]3C=C[C@H]2C32CC2)nc1 returned 12-LOX inh 46%[activator].
Cn1cccc1C(=O)N1CCCC(n2cc(-c3nc(C4CC4)no3)nn2)C1 (centres undefined) was read as 12-LOX inh 8%.
Screening O=C(CC[C@@H]1CNC(=O)[C@@H]2C[C@H](NC(=O)Nc3ccsc3)CN12)NCc1cccs1 returned 12-LOX inh 51%[activator].
For CC(C)Cc1cc(C(=O)N[C@H]2CN(C(=O)N(C)C)C[C@@H]2C2CC2)nc(N)n1 the results were 12-LOX inh 12%.
